Compound activity deposited in PubChem by National Center for Advancing Translational Sciences (NCATS).
p53ts 39C tox = kills p53ts cells at the nonpermissive temperature. H1299-p53A138V viability at 39C, ATP luminescence, 24 h. Potency, µM (top dose mostly 46.1 µM), without a hit: at the top dose activity change, negative = cell killing, actives largely listed as cytotoxic. 1.5% of 130,000 active. AID 902; also: nearly all actives have a fitted effect of over 55% in size
IkB sig inh = inhibitors of IkB signaling in ABC-DLBCL cells; ABC-DLBCL IkBa-CBG/CBR dual luciferase ratio, 4 h; response scale: scaled: untreated 0%, proteasome inhibitor 100%; Potency, µM (titrated, usually from 57.1 µM), for the others: at the top dose IkBa stabilization activation; 0.04% of 110,000 active; AID 445; active = well fitted curve in the direction sought with a large enough effect in the signal ratio, not every such curve was filed as active; inconclusive = small, poorly fitted or top-dose-only effect, or a change in a side signal; the % refers to the signal ratio;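 also: the direction sought is a rising ratio; 0% = basal untreated cells and 100% = reference inhibitor full response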
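Curves were fitted separately to fusion (green), unfused (red) and ratio luminescence, then classed by r2, magnitude and activity. Cells: OCI-Ly3, 4 h compound plus doxycycline at 37C; 10 uM MG-132 defined full response.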
p53ts 32C kill = p53ts cell cytotoxicity, permissive temperature | 0.93% of 130,000 active | Potency, µM (titrated, usually from 46.1 µM), for inactives: top-dose activity change, negative = cytotoxicity, most hits filed as cytotoxic | AID 924 | H1299-p53A138V at 32C, ATP luminescence viability, 24 h;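 also: 0% = DMSO and -100% = full killing by reference compound; nearly all actives have a fitted effect of over 55% in size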
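Viability by ATPlite luminescence after 24 h compound treatment (up to 46 uM) at the permissive 32C. Cells are H1299 carrying p53 A138V. Scale runs from DMSO basal to 100 uM tamoxifen as full kill; AC50 from Hill fits.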
Imprint erasure = genomic imprint erasure induction | AID 1948 | 0.02% of 110,000 active | Potency, µM (top dose mostly 60.7 µM), for the others: at the highest dose activity change, positive = activation, most hits filed as activators | mouse ES Peg3-LacZ reporter, beta-gal luminescence, 40 h;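 also: 0% = negative control wells on the plate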
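Imprint erasure is scored as LacZ activity from the silenced maternal Peg3 allele in feeder-free female ES cells cultured 40 h with LIF. Luminescence is normalized to in-plate negative controls and fitted to the Hill equation.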
An asterisk follows results filed as active; ? = inconclusive; . = no result given; [ ] = remark or other dose. Unless noted, calls follow the shape of the dose curve; as a rule, active = well fitted curve in the direction sought with a large enough effect; inconclusive = small, poorly fitted or top-dose-only effect, or another doubt; inactive = no such curve, though single readings can be large; an effect the other way counts as inactive or inconclusive. Unless noted, % is scaled to controls: 0 for no effect and ±100 for the full control effect; potency is read from the fitted curve at half-maximal effect.

SMILES	p53ts 39C tox	IkB sig inh	p53ts 32C kill	Imprint erasure
CC(=O)Nc1ccc(Nc2c(CCC(C)C)c(C)c(C#N)c3nc4ccccc4n23)cc1	-7%	?	-2%	-19%[10.9 µM]
O=C1OC(CO)C(O)C(O)C1O (stereo unspecified)	-1%	.	-9%	-3%
Cc1ccc(CNC(=O)c2ccc(CS(=O)(=O)Cc3ccc(F)cc3)o2)cc1	-9%	-2.8%	-10%	-19%[10.9 µM]
OC(CN1CCOCC1)C12CC3CC(CC(C3)C1)C2 (stereo unspecified)	-9%	-1.4%	11%	-13%
COc1ccc(S(=O)(=O)NCCc2sc(-c3cccnc3)nc2C)cc1OC	-15%	-1.7%	-3%	-10%[10.9 µM]
Cc1ccc(C(=O)C2=C(O)C(=O)N(CCN(C)C)C2c2ccccn2)o1 (stereo unspecified)	5%	1.3%	10%	17%
O=C(O)C(CC(=O)N1CCOCC1)NCc1ccccc1 (stereo unspecified)	14%	-0.2%	-6%	3%
O=C(c1ccc(Cn2c(=O)[nH]c3ccccc3c2=O)cc1)N1CCN(c2ccc(F)cc2)CC1	8%	?	13%	2%
O=C(NCc1ccc(F)cc1)C(c1ccccc1)N(CC1CCCO1)C(=O)Cn1nnc2ccccc21 (stereo unspecified)	34%[activator]	.	3%	.
O=C(Nc1nccs1)NC1CCCCC1	-13%	-0.7%	-10%	4%

Next part; the last six above are carried over.
SMILES	p53ts 39C tox	IkB sig inh	p53ts 32C kill	Imprint erasure
COc1ccc(S(=O)(=O)NCCc2sc(-c3cccnc3)nc2C)cc1OC	-15%	-1.7%	-3%	-10%[10.9 µM]
Cc1ccc(C(=O)C2=C(O)C(=O)N(CCN(C)C)C2c2ccccn2)o1 (stereo unspecified)	5%	1.3%	10%	17%
O=C(O)C(CC(=O)N1CCOCC1)NCc1ccccc1 (stereo unspecified)	14%	-0.2%	-6%	3%
O=C(c1ccc(Cn2c(=O)[nH]c3ccccc3c2=O)cc1)N1CCN(c2ccc(F)cc2)CC1	8%	?	13%	2%
O=C(NCc1ccc(F)cc1)C(c1ccccc1)N(CC1CCCO1)C(=O)Cn1nnc2ccccc21 (stereo unspecified)	34%[activator]	.	3%	.
O=C(Nc1nccs1)NC1CCCCC1	-13%	-0.7%	-10%	4%
CCC(COC(=O)Nc1cccc(C)c1C)NC(=O)OCC(C)C (stereo unspecified)	13%	?	3%	-6%
Cc1ccc(CNC(=O)Cn2c3ncccc3c(=O)n2-c2ccc(C)cc2)cc1	-12%	0.4%	5%	8%[10.9 µM]
O=C1CCCCCN1Cc1nnc(SCc2nc3ccccc3s2)n1-c1ccccn1	-21%	5.3%	-13%	-9%
COc1ccc(-c2noc(CSc3nnc(-c4ccncc4)n3-c3ccccc3)n2)cc1	?	?	-2%	?
Cc1nc(C)c(C(=O)Nc2cccc(C)c2C)o1	7%	1.8%	1%	-9%
CCN(CC)CCOc1ncnc2c1oc1ccccc12	-4%	2.0%	3%	-9%
Cc1c(NC(=O)c2ccco2)cccc1-c1nc2cccnc2s1	-1%	?	-17%	-1%
CC(C)(C)C1CCc2oc3ccc(NS(=O)(=O)c4cc(Cl)ccc4Cl)cc3c2C1 (stereo unspecified)	?	3.3%	12%	-8%[10.9 µM]
Clc1ccc(OCc2nc(-c3ccccn3)no2)c(Br)c1	13µM*	6.4%	13µM*	-81%[inhibitor]
CCOc1ccc(NC(=O)CSc2nnc(Cn3c(=O)sc4ccccc43)n2C)cc1	-5%	1.1%	-7%	-8%
CN1C(=O)c2ccccc2Sc2ccc(NC(=O)N3CCN(c4ccccc4)CC3)cc21	47%[activator]	5.6%	-1%	-20%[10.9 µM]
CCc1c(C)sc(NC(=O)c2ccco2)c1C(=O)N1CCOCC1	6%	0.5%	1%	-5%
CC1CCCCC1NC(=O)Cn1c(CN2CCCCC2)nc2ccccc2c1=O (stereo unspecified)	-5%	1.3%	0%	-15%
O=C(CSc1nc2ccsc2c(=O)n1-c1ccc(Br)cc1)NCc1ccc(Cl)cc1	23%	0.1%	5%	27%[10.9 µM]
Cc1ccc(SCc2nnc(N)s2)cc1	-2%	.	-17%	.
CCn1nnnc1NCc1cccn1C	2%	-1.7%	-1%	-18%
CCN1CCN(C(c2ccc(OC)c(OC)c2)c2nnnn2C(C)(C)C)CC1 (stereo unspecified)	2%	-0.1%	1%	3%
CCCCSc1nc(N)c(NC(=O)c2ccco2)c(=O)[nH]1	14%	5.0%	-11%	-20%
O=C(NCC1CCCO1)c1ccc(CS(=O)(=O)Cc2ccc(F)cc2)o1 (stereo unspecified)	-15%	-1.5%	20%	10%
CCC(Cc1ccccc1)NC(=O)CCS(=O)(=O)c1cc2c(cc1Cl)NC(=O)CO2 (stereo unspecified)	17%	?	-3%	-20%[10.9 µM]
COC(=O)c1ccccc1NC(=O)c1cc(CN2CCCC2)on1	-1%	-0.7%	-1%	-18%[10.9 µM]
COc1ccccc1CNC(=O)CCc1c(C)c2cc3c(C)coc3cc2oc1=O	25%	?	4%	-8%[10.9 µM]
Cc1ccc2c(c1)c1c(c(=O)n(-c3cccc(Cl)c3)c(=O)n1CC(=O)NCC1CCCO1)n2C (stereo unspecified)	-18%	-1.3%	-5%	-9%[10.9 µM]
Cc1ccc2c(c1)-c1c(cnn1CC(=O)N1CCN(c3cccc(C(F)(F)F)c3)CC1)CO2	?	?	-26%	15%[10.9 µM]
COc1ccc(OCC(=O)Nc2ccc(-c3nc4cc(Cl)ccc4o3)cc2)cc1	18%	8.2%	-5%	-5%[10.9 µM]
COC(=O)Nc1nc2c(C)cccc2s1	-5%	-0.7%	-7%	-14%
Cc1ccc(-c2n[nH]c(=S)n2-c2ccccc2)cc1	0%	.	-3%	.
COc1ccc(OC)c(NC(=O)CSc2nc3c(c(=O)n(C)c(=O)n3C)n2C)c1	5%	-0.3%	6%	-11%
COCCn1nnnc1C(C(C)C)N(Cc1ccccc1)Cc1cc2cc(OC)ccc2[nH]c1=O (stereo unspecified)	-8%	6.1%	2%	.
NCCc1nc2cccnc2n1-c1ccccc1	-8%	1.3%	6%	-13%[10.9 µM]
COc1ccc(C(=O)NCc2cn3ccc(C)cc3n2)cc1	24%	-0.5%	0%	-16%[10.9 µM]
Cc1nn(-c2ccccc2)c2sc(C(=O)N3CCOCC3)cc12	-17%	0.2%	-2%	-8%
CC(=O)c1ccc(NC(=O)Cn2nc(C(F)(F)F)c3c2CCC3)cc1	-6%	?	4%	-7%[10.9 µM]
Cn1c(-c2ccc(F)cc2)cnc1SCC(=O)Nc1ccccc1N1CCOCC1	-13%	?	-21%	-7%
Cc1ccc(C)c(OCC(=O)Nc2ccc3c(c2)OCO3)c1C	-4%	7.3%	3%	-19%
Clc1ccc(-c2nc(-c3ccccn3)no2)cc1Cl	7.9µM*	?	5µM*	-65%[inhibitor]
Fc1cccc(Nc2cc(-n3cccn3)ncn2)c1	-4%	?	-4%	-28%
CC(=O)NC(Cc1ccccc1)C(=O)NC1CCN(C(=O)c2cnccn2)CC1 (stereo unspecified)	11%	6.9%	-11%	3%
Cc1nc2c(-c3ccccc3)c(C)nn2c(C)c1CCC(=O)N1CCN(c2ccccc2)CC1	-8%	?	2%	-2%[10.9 µM]
O=C(NCC(c1cccnc1)N1CCc2ccccc21)c1ccc(Cl)cc1 (stereo unspecified)	-17%	0.7%	0%	-12%[10.9 µM]
CCNc1nc(NCC)nc(N(C)n2cnnc2)n1	-10%	-0.1%	1%	-4%
COc1cc2c(cc1OC)C(COc1ccc3c(C)cc(=O)oc3c1)N(C(=O)c1ccc(C)cc1)CC2 (stereo unspecified)	14%	-0.5%	5%	-13%[10.9 µM]
CCc1ccc(NC(=O)Cn2c(=O)n(-c3ccccc3)c(=O)c3ccc(C(=O)NCc4ccc5c(c4)OCO5)cc32)cc1	16µM*	1.0%	-21%	-8%[10.9 µM]
CCCN(CCC)C(=O)c1cc2c(=O)n3cccc(C)c3nc2s1	-13%	1.1%	-6%	12%[10.9 µM]
CCOc1ccc(NC(=O)CN2CCN(CC(=O)Nc3ccccc3OCC)CC2)cc1	-6%	1.0%	-3%	-1%[10.9 µM]
O=C(Nc1cccc(Cl)c1)N1Cc2ccccc2Oc2ncccc21	-12%	-1.3%	2%	-9%[10.9 µM]
COc1ccc(OC)c(S(=O)(=O)NCCc2sc(-c3cccnc3)nc2C)c1	-17%	-2.1%	3%	8%[10.9 µM]
COc1ccc2oc(C(=O)c3ccccc3)c(NC(=O)CN3CCN(C)CC3)c2c1	-30%	-2.4%	-20%	-29%
Cc1cccc(CC(=O)NC2CC(=O)N(c3ccc4c(c3)OCCO4)C2)c1 (stereo unspecified)	15%	-0.6%	-6%	8%[10.9 µM]
CCOC(=O)Nc1ccc2c(c1)N(C(=O)N(CC)CC)c1ccccc1CC2	17%	2.2%	5%	-12%
Following part:
SMILES	p53ts 39C tox	IkB sig inh	p53ts 32C kill	Imprint erasure
CCOc1ccccc1OCC(=O)Nc1ccc(S(=O)(=O)N(C)C)cc1	-14%	2.7%	-6%	-18%
COCCNC(=O)CCCN1C(=O)c2ccccc2Sc2ncccc21	-2%	1.2%	-2%	-10%[10.9 µM]
Cc1cccc(NC(=O)CCNS(=O)(=O)c2cccc3nsnc23)c1C	22%	2.0%	-8%	12%[10.9 µM]
O=C1[C@H]2[C@H]3[C@H](O)[C@H](O)C/C(=N/OCc4ccccc4)[C@@H]3CC[C@@H]2C(=O)N1C[C@@H]1CCCO1	-1%[9.22 µM]	.	0%[9.22 µM]	.
CCOc1cc(CN2CCN(c3ccc(C(C)=O)cc3)CC2)ccc1OC	-6%	1.8%	-8%	-5%
Cc1ccc(NC(=O)c2cccc3c2C(=O)N(C2CCCCC2)C3)c(C)c1	15%	-0.6%	2%	6%[10.9 µM]
C=CCn1c(SCC(=O)Nc2nnc(CC)s2)nnc1-c1ccco1	-4%	-0.4%	-1%	5%
O=C(O)Cn1c(C(F)(F)F)nc2ccccc21	6%	0.8%	3%	4%
CCN1CCN(c2cc(C)c3cc(NC(=O)c4ccc(OC)c(OC)c4)ccc3n2)CC1	-5%	5.6%	-12%	-6%[10.9 µM]
Nc1nonc1C(=O)NCCNCc1cccc(Cl)c1Cl	18%	0.4%	-4%	-11%[10.9 µM]
Cc1ccccc1OCC(=O)Nc1nnc(S(=O)(=O)N(C)c2ccccc2)s1	13%	-4.2%	-11%	-46%[inhibitor][10.9 µM]
CC(C)c1ccc(NC(=O)CCNS(=O)(=O)c2cccc3nsnc23)cc1	3%	?	1%	-7%[10.9 µM]
COc1ccccc1-c1nc(Nc2ccncc2)c2ccccc2n1	-2%	-4.3%[11.4 µM]	0%	?
COC(=O)c1cc(C)nc2c1c(=O)nc(SCc1cccc(C)c1)n2C1CC1	7%	-0.6%	8%	-13%[10.9 µM]
COCCCNC(=O)CSc1nc2ccc(N3CCOCC3)cc2c(=O)n1CCc1ccccc1	3%	-0.4%	-2%	17%
CC(O)C1C(=O)OC2(C)CC(C)(C)NC(=S)N12 (stereo unspecified)	-5%	.	4%	.
CCOc1ccc2ccccc2c1C(=O)Nc1cc(=O)n(C)c(=O)n1C	11%	.	-3%	.
CC(=O)Oc1cc(-c2coc3cc(OC(C)=O)c(OC(C)=O)c(OC(C)=O)c3c2=O)cc(OC(C)=O)c1OC(C)=O	-14%	.	-12%	0%
COc1ccc(CCn2c3c(c(=O)[nH]c2=O)C(NC(=O)c2ccccc2)(C(F)(F)F)C(=O)N3)cc1OC (stereo unspecified)	7%	-0.7%	2%	-7%[10.9 µM]
CC(C)c1ccc(NC(=O)C2CCCN(S(=O)(=O)c3cnc[nH]3)C2)cc1 (stereo unspecified)	3%	1.3%	9%	-15%
O=C(c1ccco1)N1CCN(c2ncnc3c2nnn3Cc2ccccc2Cl)CC1	-12%	.	9%	.
O=C(Nc1ccccc1)c1ccccc1O	-22%	?	?	-48%[inhibitor]
COc1ccccc1NC(=O)CCN1CCCCC1	16%	0.1%	-5%	-13%[10.9 µM]
CCOC(=O)C1CCN(C(=O)c2cc3ccc4cccnc4c3[nH]2)CC1	-24%	?	-4%	-22%[10.9 µM]
CCOc1ccccc1CNC(=O)c1cc(-c2ccc(C)c(C)c2)nc2ccccc12	?	0.3%	-12%	-23%[10.9 µM]

Rows are unselected. About 1.7% of those tested had a hit in this group.
